TcdB GH inh: TcdB glycohydrolase inhibitors, primary screen, biochemical, single point, plate reader; TcdB glycohydrolase enzymatic assay; 350,000 tested, 0.24% active; Toxin B (Clostridioides difficile), P18177; inhibition, % at 9.99 µM; AID 652162, 2013; in the data active means inhibition above about 10%
Mtb FBA inh: Mtb FBA enzyme inhibitors, primary screen, biochemical, fluorescence, strain H37Rv; Fructose-bisphosphate aldolase (Mycobacterium tuberculosis (strain ATCC 25618 / H37Rv)), …; purified M. tuberculosis FBA, fluorescence read-out; inhibition, % at 1 µM; 360,000 tested, 2.3% active; AID 588726, 2011; in the data active means inhibition above about 27%;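 further: 0% = vehicle and 100% = reference inhibitor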
Target sequence (P9WQA3 whole entry, looked up): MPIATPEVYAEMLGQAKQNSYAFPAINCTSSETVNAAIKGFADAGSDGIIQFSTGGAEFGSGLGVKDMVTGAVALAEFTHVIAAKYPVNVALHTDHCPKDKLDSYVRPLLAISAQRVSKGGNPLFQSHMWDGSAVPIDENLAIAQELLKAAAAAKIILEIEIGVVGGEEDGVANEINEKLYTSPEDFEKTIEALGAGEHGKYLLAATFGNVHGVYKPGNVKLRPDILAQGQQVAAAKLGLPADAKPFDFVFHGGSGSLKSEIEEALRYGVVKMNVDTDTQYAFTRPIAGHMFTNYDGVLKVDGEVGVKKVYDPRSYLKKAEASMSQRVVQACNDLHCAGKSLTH
BioA inh: M. tuberculosis BioA enzyme inhibitors, primary screen, biochemical, plate reader, single point, HTS; 7,8-diaminopelargonic acid synthase BioA (Mycobacterium tuberculosis); purified M. tuberculosis BioA enzyme; inhibition, % at 9.99 µM; 360,000 tested, 0.096% active; in the data active means inhibition above about 40%
PfHsp40 yeast: rescue of yeast from PfHsp40 toxicity, primary screen, S. cerevisiae, ATP luminescence; AID 504582, 2011; 340,000 tested, 0.68% active; growth rescue, % at 12.5 µM; S. cerevisiae expressing PfHsp40, growth rescue; in the data active means growth rescue above about 28%, passing the limit was not always enough;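 further: yeast W303a lacking pdr1 and pdr3 grown in galactose medium; growth measured after three days at 30 °C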
Y pestis TopoI: Yersinia pestis topoisomerase I inhibitors, primary screen, biochemical, cleavage product accumulation, plate reader, single point. DNA topoisomerase I (Yersinia pestis CO92). Y. pestis Topo-I cleavage product accumulation. activity, % at 10 µM. 360,000 tested, 0.064% active. AID 504884, 2011; in the data active means activity above about 50%, passing the limit was not always enough; further: inactives centre near 2
UGM FP inh: M. tuberculosis UGM enzyme inhibitors, primary screen, biochemical, fluorescence polarization, single point; UDP-galactopyranose mutase (Mycobacterium tuberculosis (strain ATCC 25618 / H37Rv)), …; purified UGM, fluorescence polarization probe displacement; inhibition, % at 10 µM; 320,000 tested, 0.06% active; AID 504406, 2011; in the data active means inhibition above about 10%, passing the limit was not always enough
Target sequence (P9WIQ1 whole entry, looked up): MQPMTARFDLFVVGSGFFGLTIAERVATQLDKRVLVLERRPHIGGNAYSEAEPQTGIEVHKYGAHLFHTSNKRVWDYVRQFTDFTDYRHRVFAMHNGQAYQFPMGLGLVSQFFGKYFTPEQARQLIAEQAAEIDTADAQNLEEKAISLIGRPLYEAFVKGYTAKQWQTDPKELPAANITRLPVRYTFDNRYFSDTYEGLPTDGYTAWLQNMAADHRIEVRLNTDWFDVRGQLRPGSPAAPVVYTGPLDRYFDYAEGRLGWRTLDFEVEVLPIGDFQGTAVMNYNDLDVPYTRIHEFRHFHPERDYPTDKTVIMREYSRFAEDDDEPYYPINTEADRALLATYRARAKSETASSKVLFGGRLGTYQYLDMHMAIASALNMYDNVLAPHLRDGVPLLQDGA
FadD28 binding: inhibitors of FadD28 bisubstrate probe binding, primary screen, biochemical, fluorescence polarization, single point. inhibition, % at 12.5 µM. 360,000 tested, 0.22% active. AID 588549, 2011; in the data active means inhibition above about 8.5%, passing the limit was not always enough
GDH-TPI inh: GDH-TPI coupling enzyme inhibitors, primary screen, artefact control for M. tuberculosis FBA inhibitor project, biochemical, absorbance, full deck | 360,000 tested, 1.2% active | GDH-TPI coupled enzyme counterscreen, NADH absorbance | inhibition, % at 4.8 µM; in the data active means inhibition above about 30%;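 further: 0% = DMSO wells and 100% = wells lacking the enzyme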
BH1578 lux ind: inducers of Vibrio cholerae quorum light production without autoinducers, primary screen, BH1578 luxS cqsA deficient, single point | 350,000 tested, 0.16% active | V. cholerae BH1578 lux reporter, luminescence, 6 h | AID 588436, 2011 | activation, % at 18.7 µM; in the data active means activation mostly above about 9.7%, no sharp cut-off; further: not every result past the cut was called active; inactives centre near 0; reference of the scale not given here
Active calls of the source: *.

How did CN(NS(C)(=O)=O)c1ncc(C(F)(F)F)cc1Cl do in these assays?
TcdB GH inh: -0.7; Mtb FBA inh: 2; BioA inh: 0.3; PfHsp40 yeast: 0.6; Y pestis TopoI: -6; UGM FP inh: -1.0; FadD28 binding: -1.3; GDH-TPI inh: 4; BH1578 lux ind: -0.5

What do the screens show for `COc1ccc(OCc2cccc(C(=O)Nn3cc([N+](=O)[O-])cn3)c2)cc1`?
Mtb FBA inh: -1; BioA inh: 1.3; PfHsp40 yeast: -1.9; Y pestis TopoI: 3; UGM FP inh: -0.7; FadD28 binding: -0.2; GDH-TPI inh: 27; BH1578 lux ind: -0.2

What do the screens show for `CC(OC(=O)CCCN=C1NS(=O)(=O)c2ccccc21)C(=O)Nc1ccc(F)c(F)c1F` (stereo not drawn)?
TcdB GH inh: 0.2; Mtb FBA inh: 3; BioA inh: -1.2; PfHsp40 yeast: -0.1; Y pestis TopoI: -5; UGM FP inh: 0.6; FadD28 binding: -0.8; GDH-TPI inh: 7; BH1578 lux ind: -2.8

Results for COc1cccc(N=Cc2c(O)c3ccccc3oc2=O)c1 ?
TcdB GH inh: -0.3; Mtb FBA inh: 1; BioA inh: -35; PfHsp40 yeast: 1.4; Y pestis TopoI: 5; UGM FP inh: -3.9; FadD28 binding: -3.5; GDH-TPI inh: 14; BH1578 lux ind: -1.7

What do the screens show for `COc1ccc(CNC(=O)c2ccccc2NC(=O)C2=CSCCO2)c(OC)c1`?
TcdB GH inh: 1.2; Mtb FBA inh: 1; BioA inh: 2.7; PfHsp40 yeast: 2.7; Y pestis TopoI: 7; UGM FP inh: -1.5; FadD28 binding: -1.0; GDH-TPI inh: 9; BH1578 lux ind: inactive

How did COc1cccc(/C=C(\C#N)C(=O)NC2CCS(=O)(=O)C2)c1 (stereo not drawn) do in these assays?
TcdB GH inh: 1.5; Mtb FBA inh: 0; BioA inh: -0.2; PfHsp40 yeast: -0.8; Y pestis TopoI: -1; UGM FP inh: 0.7; FadD28 binding: 1.3; GDH-TPI inh: 9; BH1578 lux ind: -0.5

How did Cc1nc2ccccc2c(=O)n1-c1cccc(NC(=O)c2cccs2)c1 do in these assays?
TcdB GH inh: 3.5; Mtb FBA inh: 2; BioA inh: 27; PfHsp40 yeast: -0.1; Y pestis TopoI: -4; FadD28 binding: -4.4; GDH-TPI inh: -1; BH1578 lux ind: inactive

What do the screens show for `O=C(NC(Cc1ccccc1)C(=O)N1CCCC1C(=O)O)c1ccccc1` (stereo not drawn)?
Mtb FBA inh: -1; BioA inh: -1.1; PfHsp40 yeast: -0.8; Y pestis TopoI: 2; UGM FP inh: 2.0; FadD28 binding: -2.9; GDH-TPI inh: 5; BH1578 lux ind: inactive

Results for CCc1cccc(NC(=O)COC(=O)CSc2ccc(C)cc2)c1 ?
TcdB GH inh: 0.1; Mtb FBA inh: 3; BioA inh: 0.6; Y pestis TopoI: 25; FadD28 binding: 1.6; GDH-TPI inh: 7; BH1578 lux ind: -0.4

What do the screens show for `O=C(NCC1CCCO1)c1cc(S(=O)(=O)N2CCCCC2)ccc1Cl` (stereo not drawn)?
TcdB GH inh: -1.2; Mtb FBA inh: 3; BioA inh: 0.4; PfHsp40 yeast: -0.4; Y pestis TopoI: 0; UGM FP inh: -1.3; FadD28 binding: -1.6; GDH-TPI inh: -2; BH1578 lux ind: -0.7

What do the screens show for `O=C(Cn1cnc2c(cnn2-c2ccccc2)c1=O)NCCc1ccccc1`?
Mtb FBA inh: 3; BioA inh: 0.4; PfHsp40 yeast: 0.6; Y pestis TopoI: 7; UGM FP inh: -0.7; FadD28 binding: -4.6; GDH-TPI inh: 0

What do the screens show for `Cc1cc(C)c(S(=O)(=O)NCCc2ccncc2)c(C)c1`?
TcdB GH inh: 0.8; Mtb FBA inh: 2; BioA inh: -2.1; PfHsp40 yeast: 0.8; Y pestis TopoI: -2; UGM FP inh: -0.2; FadD28 binding: -0.2; GDH-TPI inh: 5; BH1578 lux ind: -1.9

How did Cc1cc(C)n2nc(CC(=O)NNC(=O)COc3cccc(C)c3C)nc2n1 do in these assays?
TcdB GH inh: 2.6; Mtb FBA inh: 1; BioA inh: -2.1; PfHsp40 yeast: 1.2; Y pestis TopoI: -3; UGM FP inh: -0.2; FadD28 binding: -3.0; GDH-TPI inh: 4; BH1578 lux ind: -0.5

What do the screens show for `COc1ccc([N+](=O)[O-])cc1NC(=O)CSc1ccc2ccccc2c1`?
TcdB GH inh: -0.5; Mtb FBA inh: -2; BioA inh: 0.9; PfHsp40 yeast: 4.9; Y pestis TopoI: 8; UGM FP inh: 3.0; FadD28 binding: 0.2; GDH-TPI inh: 8; BH1578 lux ind: -0.5

How did COC(=O)N/N=C/c1ccc(-c2ccccc2Cl)o1 do in these assays?
TcdB GH inh: 1.9; Mtb FBA inh: 0; BioA inh: -1.4; PfHsp40 yeast: 0.5; Y pestis TopoI: 3; UGM FP inh: 1.4; FadD28 binding: -2.0; GDH-TPI inh: 35*; BH1578 lux ind: -0.7

What do the screens show for `CC(=O)C1(O)C(C)CC2C3CC=C4CC(O)CCC4(C)C3CCC21C` (stereo not drawn)?
TcdB GH inh: -0.1; Mtb FBA inh: 1; BioA inh: -1.3; PfHsp40 yeast: -0.9; Y pestis TopoI: 1; GDH-TPI inh: 5; BH1578 lux ind: -2.7

What do the screens show for `COc1ccc(S(=O)(=O)c2snnc2C)cc1`?
TcdB GH inh: 0.7; Mtb FBA inh: -4; BioA inh: -0.3; PfHsp40 yeast: -2.0; Y pestis TopoI: -1; UGM FP inh: 2.8; FadD28 binding: -1.4; GDH-TPI inh: 4; BH1578 lux ind: -0.1

Results for C#CCn1cccc(C(=O)Nc2ccc(OC)cc2)c1=O ?
TcdB GH inh: 1.4; Mtb FBA inh: -1; BioA inh: -2.6; PfHsp40 yeast: 2.9; Y pestis TopoI: 6; UGM FP inh: 0.1; FadD28 binding: -3.0; GDH-TPI inh: 16; BH1578 lux ind: 0.1

Results for CCOC(=O)c1c(NC(=O)C2C3C=CC(CC3)C2C(=O)O)sc(C)c1CC (stereo not drawn) ?
TcdB GH inh: -5.2; Mtb FBA inh: 11; BioA inh: 1.3; PfHsp40 yeast: -0.8; Y pestis TopoI: 18; UGM FP inh: 1.7; FadD28 binding: -0.2; GDH-TPI inh: 8; BH1578 lux ind: -0.3

How did Cc1cc(N)n(-c2ccccn2)n1 do in these assays?
TcdB GH inh: -0.8; Mtb FBA inh: 0; BioA inh: -0.4; PfHsp40 yeast: -2.0; Y pestis TopoI: 0; UGM FP inh: 0.3; FadD28 binding: -3.2; GDH-TPI inh: -6; BH1578 lux ind: -0.8

How did Cc1cc2nccnc2cc1C do in these assays?
TcdB GH inh: 0.2; Mtb FBA inh: -2; BioA inh: 0.1; PfHsp40 yeast: -1.0; Y pestis TopoI: 1; GDH-TPI inh: 10; BH1578 lux ind: -2.7

Results for COc1ccc(Br)cc1CN(C)C(=O)Cc1ccc(OC)c(S(=O)(=O)N2CCOCC2)c1 ?
TcdB GH inh: -0.3; Mtb FBA inh: -2; BioA inh: 1.7; PfHsp40 yeast: 0.1; Y pestis TopoI: 39; UGM FP inh: -2.4; GDH-TPI inh: 0; BH1578 lux ind: inactive

What do the screens show for `COC(=O)CSc1ccc2nnc(-c3ccc(OC)c(OC)c3)n2n1`?
TcdB GH inh: 0.1; Mtb FBA inh: 0; BioA inh: -0.6; PfHsp40 yeast: -0.8; Y pestis TopoI: 7; UGM FP inh: 0.2; FadD28 binding: -0.5; GDH-TPI inh: 0; BH1578 lux ind: -0.3

What do the screens show for `CN(C)c1ccc(-c2ccnc3c2CC(C)(C(=O)NCCC(F)(F)F)O3)cc1` (stereo not drawn)?
TcdB GH inh: -2.5; Mtb FBA inh: 36*; BioA inh: 0.4; Y pestis TopoI: 9; FadD28 binding: 0.0; GDH-TPI inh: 24; BH1578 lux ind: inactive

What do the screens show for `COc1ccc(CCN(C)C2CCCN(S(=O)(=O)N(C)C)C2)cc1OC` (stereo not drawn)?
TcdB GH inh: 1.1; Mtb FBA inh: -1; BioA inh: 1.5; PfHsp40 yeast: -0.1; Y pestis TopoI: 8; UGM FP inh: 1.3; FadD28 binding: -1.3; GDH-TPI inh: 1; BH1578 lux ind: -0.3

How did N=c1c2c(-c3ccccc3)c(-c3ccccc3)n(Cc3ccccc3)c2ncn1CCCn1ccnc1 do in these assays?
Mtb FBA inh: 4; BioA inh: 4.0; PfHsp40 yeast: 13; Y pestis TopoI: -7; UGM FP inh: -1.6; FadD28 binding: -4.5; GDH-TPI inh: 6

What do the screens show for `COc1ccccc1NS(=O)(=O)c1cc(NC(=O)c2ccc3c(c2)OCCO3)ccc1C`?
Mtb FBA inh: 2; PfHsp40 yeast: -0.7; Y pestis TopoI: -2; UGM FP inh: 2.2; FadD28 binding: -0.4; GDH-TPI inh: 3; BH1578 lux ind: -0.3

What do the screens show for `O=S(=O)(c1ccccc1Cl)N1CCC(O)(c2cccnc2)CC1`?
TcdB GH inh: 0.4; Mtb FBA inh: 3; PfHsp40 yeast: 0.8; Y pestis TopoI: -3; UGM FP inh: -2.3; FadD28 binding: -3.0; GDH-TPI inh: -8; BH1578 lux ind: -0.4

Results for Cc1ccc(F)c(NC(=O)CCc2ccccc2)c1 ?
Mtb FBA inh: 2; BioA inh: 1.1; PfHsp40 yeast: -0.4; Y pestis TopoI: -1; UGM FP inh: -3.5; FadD28 binding: -2.1; GDH-TPI inh: 10; BH1578 lux ind: -0.8

What do the screens show for `O=C(CCC(=O)Nc1ccccc1)NNC(=O)c1cccs1`?
Mtb FBA inh: 2; PfHsp40 yeast: -0.4; Y pestis TopoI: -7; UGM FP inh: 1.0; FadD28 binding: -2.8; GDH-TPI inh: 7; BH1578 lux ind: 0.6

What do the screens show for `CCOc1ccccc1N1CCN(C(=O)c2cccc(-c3ccc(O)cc3)c2)CC1`?
TcdB GH inh: 1.7; Mtb FBA inh: 0; BioA inh: -0.3; PfHsp40 yeast: 16; Y pestis TopoI: 3; UGM FP inh: -0.1; FadD28 binding: -0.9; GDH-TPI inh: 10; BH1578 lux ind: -0.4

Results for COc1ccc(Cl)cc1C(=O)NNC(=O)c1n[nH]c2ccccc12 ?
TcdB GH inh: 1.2; Mtb FBA inh: 2; BioA inh: -0.5; PfHsp40 yeast: -0.6; Y pestis TopoI: 22; UGM FP inh: -0.9; FadD28 binding: -2.2; GDH-TPI inh: 8; BH1578 lux ind: 0.1

What do the screens show for `Cc1ccccc1NC(=O)c1cccc(NC(=O)CCC(=O)O)c1`?
TcdB GH inh: -1.1; Mtb FBA inh: 0; PfHsp40 yeast: -1.0; Y pestis TopoI: 7; UGM FP inh: 1.0; FadD28 binding: -0.7; GDH-TPI inh: -6; BH1578 lux ind: -0.4

Grouped by structure, those above containing an aryl thioether with sulfur outside any ring (three)
Results for CCc1cccc(NC(=O)COC(=O)CSc2ccc(C)cc2)c1 ?
TcdB GH inh: 0.1; Mtb FBA inh: 3; BioA inh: 0.6; Y pestis TopoI: 25; FadD28 binding: 1.6; GDH-TPI inh: 7; BH1578 lux ind: -0.4

What do the screens show for `COc1ccc([N+](=O)[O-])cc1NC(=O)CSc1ccc2ccccc2c1`?
TcdB GH inh: -0.5; Mtb FBA inh: -2; BioA inh: 0.9; PfHsp40 yeast: 4.9; Y pestis TopoI: 8; UGM FP inh: 3.0; FadD28 binding: 0.2; GDH-TPI inh: 8; BH1578 lux ind: -0.5

What do the screens show for `COC(=O)CSc1ccc2nnc(-c3ccc(OC)c(OC)c3)n2n1`?
TcdB GH inh: 0.1; Mtb FBA inh: 0; BioA inh: -0.6; PfHsp40 yeast: -0.8; Y pestis TopoI: 7; UGM FP inh: 0.2; FadD28 binding: -0.5; GDH-TPI inh: 0; BH1578 lux ind: -0.3
